Screening data deposited in PubChem BioAssay by Broad Institute.
RAD52 anneal inh: inhibitors of human RAD52 DNA annealing | inhibition, % at 18.7 µM | P43351 | AID 651710 | 0.46% of 360,000 active | recombinant RAD52 DNA annealing, FRET fluorescence;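 active = every replicate showing at least 50% inhibition; inconclusive = mean inhibition at least 50% but not in every replicate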
Target sequence (P43351 whole entry, looked up): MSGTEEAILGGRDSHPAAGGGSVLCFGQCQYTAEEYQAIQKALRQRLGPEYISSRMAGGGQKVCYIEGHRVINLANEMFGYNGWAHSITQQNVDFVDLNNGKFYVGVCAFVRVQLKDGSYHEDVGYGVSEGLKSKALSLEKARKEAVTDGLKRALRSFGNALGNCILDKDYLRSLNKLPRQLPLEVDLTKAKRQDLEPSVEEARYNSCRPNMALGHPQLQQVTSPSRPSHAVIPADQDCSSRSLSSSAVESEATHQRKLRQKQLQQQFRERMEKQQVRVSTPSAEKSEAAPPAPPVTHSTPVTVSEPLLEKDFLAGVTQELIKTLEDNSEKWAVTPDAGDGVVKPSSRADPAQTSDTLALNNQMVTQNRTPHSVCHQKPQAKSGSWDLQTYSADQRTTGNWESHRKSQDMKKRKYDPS
XiGFP reactiv: X-chromosome reactivation activator | XiGFP mouse fibroblasts, % GFP-positive cells imaging, 3 d; cells co-treated with 5-aza-dC sensitizer; scaled so ellipticine positive control = 100% | activation, % at 7.58 µM | 0.055% of 360,000 active;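 active = mean normalized replicate activation at least 10% and every replicate at or above 10%; inconclusive = only one of the two criteria met; inactive = mean below 10% and not all replicates reach 10%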;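 also: 0% = median of on-plate neutral control wells and 100% = ellipticine 6 µM median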
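System: SV40-immortalized XiGFP fibroblast cells, line 68-5-11 / Incubation: 3-day compound exposure, then 15 min fixation at room temperature / Compound: single concentration per compound, delivered by pin transfer / Buffer or medium: DMEM plus 5-aza-dC sensitizer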
esBAF inh: SWI/SNF esBAF complex inhibition; reporter increase, % at 12.5 µM; 2% of 350,000 active; mouse ES cells, Bmi1-luciferase knock-in reporter, 24 h; 100% = twice the neutral-well signal; in the data active = activation above about 40%; inconclusive = no clear call, values can overlap the other calls;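 also: 0% = median of the plate's neutral control wells and 100% = double that signal; a rise in the Bmi1 reporter signal indicates esBAF inhibition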
RAD54 branch: inhibitors of human RAD54 branch migration; AID 602329; 0.14% of 360,000 active; RAD54 Holliday junction branch migration, FAM/BHQ fluorescence; Q92698; inhibition, % at 10.4 µM;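 active = mean normalized replicate activity at least 40 and at least half of replicates scoring 40 or more; inconclusive = only one of the two criteria met; inactive = mean below 40 and under half of replicates reaching 40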;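 also: 0% = median of neutral control wells and 100% = median of positive control wells; inhibitors cause a drop in the FAM fluorescence signal; in these data hits start at about 50%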
FN deposit inh: fibronectin deposition inhibition. AH1F fibroblasts, Alexa488-fibronectin deposition fluorescence, overnight. AID 743247. 0.086% of 350,000 active. inhibition, % at 12.6 µM;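 active = mean inhibition across replicates of 30% or more, regardless of how many single replicates reach that level; inconclusive = mean under 30% yet at least half of replicates reach 30%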;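 also: positive control wells lacked labelled fibronectin entirely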
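Material: AH1F fibroblasts assembling fluorescent fibronectin matrix; amount: 10000 AH1F cells/well; medium: DMEM, 2% serum; reagent: Alexa488-fibronectin, 24 nM final in well; dosing: single compound dose, delivered by pin transfer; incubation: 1 h adhesion, overnight exposure; detection: fluorescence after three HBSS washes, excitation 485 nm, emission 525 nm; measure: fibronectin deposition inhibition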
EWS-Fli inh: EWS/Fli transcriptional activity inhibition; inhibition, % at 12.6 µM; AID 651661; A673 NR0B1-luciferase reporter, viability-normalised; 0.67% of 350,000 active;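 active = mean inhibition of at least 50% after viability correction, with every replicate also passing that limit; inconclusive = mean reaches 50% but only one of two replicates passes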;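 also: firefly luciferase signal divided by Alamar Blue viability fluorescence both relative to DMSO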
E-sel inducer: E-selectin induction on HUVECs; P16581; HUVEC E-selectin immunofluorescence imaging; normalized: neutral wells 0, TNF-alpha wells 100; activation, % at 7.58 µM; 0.37% of 260,000 active; AID 686992;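 active = mean E-selectin-positive cell signal at least 10% of the positive control, reached in at least 60% of replicates, without over 20% cell loss; inconclusive = no rule given, readout overlaps actives, possibly toxicity-flagged; inactive = the rest, including those meeting only one limit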;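 also: in these data hits start at about 27%; measured in HUVEC primary endothelial cells; signal is the percent of cells scored E-selectin positive by PE staining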
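Assay system: HUVEC, human umbilical vein endothelial cells / Amount: 3,000 HUVEC/well / Controls: TNF-alpha positive control, DMSO neutral control / Compound dosing: single concentration / Medium: EGM-2 over gelatin coat / Evaluation: percent E-selectin-positive cells / Signal: immunofluorescence imaging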
S100A4 MyoIIA: blocks human S100A4 binding to myosin IIA peptide; AID 652163; 0.14% of 360,000 active; S100A4/TAMRA-MyoIIA peptide fluorescence polarization; inhibition, % at 10.7 µM; P26447;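 active = mean inhibition of at least 70% across replicates, with every replicate also reaching that level; inconclusive = mean inhibition reaches 70% but some replicates fall short; inactive = mean inhibition below 70%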
Target sequence (P26447 whole entry, looked up): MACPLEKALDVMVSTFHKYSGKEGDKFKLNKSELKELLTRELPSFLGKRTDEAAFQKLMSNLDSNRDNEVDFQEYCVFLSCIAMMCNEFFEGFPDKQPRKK
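Material: S100A4 monomer protein / Buffer or medium: 50 mM HEPES pH 7.2, 10 mM CaCl2, 100 mM KCl / Times: 5 min incubation before reading / Benchmarks: neutral control DMSO, positive control TFP / Reagent: labelled myosin peptide probe, 5 nM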
An asterisk follows results filed as active; ? = inconclusive; . = not tested or not shown.

SMILES	RAD52 anneal inh	XiGFP reactiv	esBAF inh	RAD54 branch	FN deposit inh	EWS-Fli inh	E-sel inducer	S100A4 MyoIIA
O=C(COC(=O)CNC(=O)c1ccccc1Cl)NC1CCCC1	-10.0	0.0	-6.2	6.6	11.0	1.2	0.5	-0.9
Cc1ccc(N(C)C2=NC(=O)CS2)cc1Cl	-9.2	4.3	-3.7	-3.1	1.3	-5.3	.	-1.0
NCC[C@H]1CC[C@H](NC(=O)Nc2ccc(F)cc2)[C@H](CO)O1	-13.9	0.3	1.5	5.8	-3.3	0.4	0.1	1.7
COc1ccc(S(=O)(=O)N(C)C[C@H]2OCCCC[C@H](C)Oc3ccc(NS(=O)(=O)c4ccc(F)cc4)cc3C(=O)N([C@H](C)CO)C[C@H]2C)cc1	-10.1	0.1	-4.4	-14.2	-14.1	-1.1	0.6	22.8
O=C(NCC(=O)N(c1ccc(F)cc1)C(C(=O)NC1CCCCC1)c1cccnc1)c1ccco1 (stereo unspecified)	-12.6	0.3	-1.9	8.5	2.0	5.4	.	-7.3
COCCNC(=O)C[C@@H]1C[C@@H]2c3cc(NC(=O)CC4CC4)ccc3O[C@@H]2[C@H](CO)O1	-5.5	0.4	-5.2	11.0	2.5	-0.7	0.4	1.5
CCOC(=O)c1ccc(-n2cccc2/C=C2\NC(=O)NC2=O)cc1	-24.1	0.0	-32.1	3.7	0.7	-5.5	0.8	-3.3
CCCC(=O)Nc1ccc2c(c1)C(=O)N(C)C[C@H](OC)[C@@H](C)CN(CC1CCOCC1)[C@H](C)CO2	.	0.3	0.8	.	-5.8	-0.3	-0.1	.
CO[C@H]1CN(C)C(=O)c2ccc(NC(=O)C3CCOCC3)cc2OC[C@H](C)N(C)C[C@H]1C	.	-0.3	2.6	-0.3	-1.3	-2.5	-0.2	.
CO[C@@H]1CN(C)C(=O)c2ccc(NC(=O)c3nc4ccccc4s3)cc2OC[C@H](C)N(Cc2ccncc2)C[C@@H]1C	9.5	-0.5	-0.7	6.5	6.5	-10.6	-0.1	7.4
CC(OC(=O)CNC(=O)c1ccc(Cl)c([N+](=O)[O-])c1)C(=O)NC1CCCCC1C (stereo unspecified)	-3.4	1.1	0.3	5.6	-0.3	8.5	-0.3	0.3
C[C@H]1CN([C@@H](C)CO)C(=O)c2cc(NS(=O)(=O)c3ccc(F)cc3)ccc2O[C@@H]1CN(C)Cc1ccc(-c2ccccc2)cc1	16.7	0.0	5.2	-2.8	.	3.4	1.3	-14.8
O=c1c2ccccc2nc(/C=C/c2cccc(Br)c2)n1CCCO	-23.1	0.1	-0.5	-1.3	2.1	5.8	.	-1.5
CC(=O)c1ccc(S(=O)(=O)Nc2ccc(-n3cnnn3)cc2)cc1	-23.7	0.1	-1.0	-0.9	2.5	5.8	-0.4	1.4
CCn1ncc(CNC(=O)CCSc2nc(-c3ccco3)cc(C(F)(F)F)n2)c1C	-14.9	.	9.2	-0.3	.	.	.	6.2
Cc1ccc(S(=O)(=O)NCc2ccc(C(=O)NCCCN3CCC(Cc4ccccc4)CC3)cc2)cc1	-10.1	0.1	.	.	6.4	7.3	.	-6.3
CC(C(=O)Nc1ccccc1F)N1CCN(S(=O)(=O)c2ccc(C(F)(F)F)cc2)CC1 (stereo unspecified)	-10.8	0.2	-0.6	-1.1	.	4.4	.	-3.2
COc1ccc(S(=O)(=O)N(C)C[C@H]2Oc3cc(C#CC4CCCCC4)ccc3S(=O)(=O)N([C@H](C)CO)C[C@@H]2C)cc1	3.0	-0.6	.	7.1	.	9.9	-0.1	-6.7
CCOC(=O)c1sc(NC(=O)CSc2nncn2C)nc1C	-2.7	0.0	.	.	-8.7	-27.0	.	1.0
COc1ccc(Cc2c(C(C)(C)C)nc3ccc(C)cn23)c(C)c1	-31.4	.	-1.3	1.7	-2.4	-3.2	0.0	-2.4

3 of the entries above in order of their number in S100A4 MyoIIA, smallest number first:
SMILES | S100A4 MyoIIA
CC(C(=O)Nc1ccccc1F)N1CCN(S(=O)(=O)c2ccc(C(F)(F)F)cc2)CC1 (stereo unspecified) | -3.2
O=c1c2ccccc2nc(/C=C/c2cccc(Br)c2)n1CCCO | -1.5
CC(OC(=O)CNC(=O)c1ccc(Cl)c([N+](=O)[O-])c1)C(=O)NC1CCCCC1C (stereo unspecified) | 0.3

Returning to the listing; the 4 compounds before the break are reprinted first.
SMILES	RAD52 anneal inh	XiGFP reactiv	esBAF inh	RAD54 branch	FN deposit inh	EWS-Fli inh	E-sel inducer	S100A4 MyoIIA
CC(C(=O)Nc1ccccc1F)N1CCN(S(=O)(=O)c2ccc(C(F)(F)F)cc2)CC1 (stereo unspecified)	-10.8	0.2	-0.6	-1.1	.	4.4	.	-3.2
COc1ccc(S(=O)(=O)N(C)C[C@H]2Oc3cc(C#CC4CCCCC4)ccc3S(=O)(=O)N([C@H](C)CO)C[C@@H]2C)cc1	3.0	-0.6	.	7.1	.	9.9	-0.1	-6.7
CCOC(=O)c1sc(NC(=O)CSc2nncn2C)nc1C	-2.7	0.0	.	.	-8.7	-27.0	.	1.0
COc1ccc(Cc2c(C(C)(C)C)nc3ccc(C)cn23)c(C)c1	-31.4	.	-1.3	1.7	-2.4	-3.2	0.0	-2.4
COc1cc(C)ccc1OCCON1C(=O)CCC1=O	-4.9	0.0	12.6	4.5	.	0.8	2.1	1.6
Cc1sc2ncnc(N3CCC(C(=O)Nc4cc(S(C)(=O)=O)ccc4Cl)CC3)c2c1C	-5.5	0.2	-3.3	-0.1	1.4	7.8	1.3	-2.9
O=C1C=C(c2ccc3ncccc3c2)C[C@@H](c2ccc3c(c2)OCO3)C1	-1.2	1.7	8.5	10.1	4.1	62.6*	1.2	7.6
COc1ccc(OC)c(-c2cc(C(=O)N3CCOCC3)no2)c1	-1.2	0.4	7.8	-4.3	4.1	-18.5	-0.8	-0.9
CN1CCN(c2ccc(NC(=O)c3ccc(Cl)cc3)cn2)CC1	-134.8	0.0	.	.	6.7	-28.9	5.9	10.2
COc1ccc(NC(C)=O)cc1NC(=O)CSc1nnc(C2CCCCC2)n1N	-13.8	0.2	-3.2	-3.1	-4.0	.	-1.1	5.5
O=C(NCCc1ccccc1)c1ccc(NCC2CCCO2)c([N+](=O)[O-])c1 (stereo unspecified)	-10.3	0.1	.	.	1.0	-46.5	0.0	0.9
Cc1ccc(NC(=O)CN(C)C(=O)CSc2nnc(NC(C)C)s2)cc1	-2.1	-0.1	12.3	-2.8	5.5	2.7	-1.7	-0.8
C[C@@H]1CN([C@@H](C)CO)C(=O)Cc2cc(NC(=O)Nc3cccc4ccccc34)ccc2O[C@@H]1CN(C)C(=O)Nc1ccc(C(F)(F)F)cc1	17.7	-1.0	4.0	-0.9	.	18.5	1.5	-1.9
O=C(O)C(Cc1ccc(O)cc1)N1C(=O)c2c(Cl)c(Cl)c(Cl)c(Cl)c2C1=O (stereo unspecified)	-23.9	0.0	-9.2	-1.3	-2.2	8.4	.	4.6
C[C@H](CO)N1C[C@H](C)[C@H](CN(C)S(=O)(=O)c2ccc(Cl)cc2)Oc2ccc(NC(=O)Nc3cccc4ccccc34)cc2C1=O	-32.6	0.1	5.8	4.2	.	4.4	?	3.6
CCOC(=O)c1sc(NC(=O)OC)c(C(=O)OC)c1C	-10.6	0.0	-1.6	-6.9	-0.9	3.7	0.1	-1.7
NC(N)=NS(=O)(=O)c1ccc(NC(=S)NC(=O)/C=C/c2ccc(F)cc2)cc1	11.2	0.0	-1.1	-2.2	6.7	17.0	.	5.8
N#CCCn1cc(/C=C2\NC(=S)N(c3ccccc3)C2=O)c(-c2ccc(-c3ccccc3)cc2)n1	-26.7	0.0	1.5	-0.8	8.9	28.0	.	1.6
CCOC(=O)COc1c(Cl)cc(C2NC(=S)NC(c3ccccc3)=C2C(C)=O)cc1OCC (stereo unspecified)	.	0.0	-2.5	3.3	-2.6	.	.	.
CCOc1ccc(S(=O)(=O)N2CCCC(C(=O)N3CCCC3)C2)cc1 (stereo unspecified)	3.4	0.0	.	-2.9	6.3	.	-0.9	-1.5
CC(=O)N(C)C[C@@H]1Oc2cc(C#Cc3ccccn3)ccc2S(=O)(=O)N([C@@H](C)CO)C[C@H]1C	-15.3	-0.5	1.3	1.5	.	-15.4	-0.4	1.0
Nc1cc(=O)[nH]c(SCC(=O)Nc2cc(Cl)ccc2Cl)n1	-7.8	-0.2	-4.3	2.3	-0.9	5.0	1.0	-0.3
CCOC(=O)c1nnc2ccnn2c1N	8.3	.	-3.8	-0.5	.	1.1	.	1.6
CCOC(=O)C1=CCN(S(=O)(=O)c2ccc(Cl)cc2)C1c1cccc(Br)c1 (stereo unspecified)	-13.6	0.2	.	.	0.9	-1.9	-0.2	-0.9
COc1cccc(-c2nc(CS(=O)CC(=O)O)c(C)o2)c1 (stereo unspecified)	-19.8	-0.1	-43.1	-11.9	2.6	2.1	0.0	-6.4
CCCCC(CC)C(=O)O (stereo unspecified)	-12.9	.	-3.2	-3.4	.	-3.9	.	-14.1
O=C(COC(=O)C1CC(=O)N(Cc2ccco2)C1)Nc1ccccc1[N+](=O)[O-] (stereo unspecified)	-13.1	0.0	-5.2	-1.6	-4.6	-3.2	.	-21.6
CO[C@H]1CN(C)C(=O)c2cc(NS(=O)(=O)c3ccccc3)ccc2OC[C@H](C)N(C(=O)NC(C)C)C[C@H]1C	6.0	0.4	-2.3	3.4	-6.3	6.0	-0.1	4.3
C[C@@H]1CN([C@H](C)CO)C(=O)Cc2cc(NC(=O)C3CC3)ccc2O[C@@H]1CN(C)Cc1ccc(-c2ccccc2)cc1	23.5	-0.1	-2.9	-5.3	.	-1.2	1.2	4.1
CCCNC(=O)N1CCN(c2nc(C(C)C)c3c(c2C#N)CC(C)(C)OC3)CC1	-42.8	0.2	4.9	-9.9	13.3	-9.6	-0.3	-2.0
CC(Nc1ccc(Cl)cc1)C(=O)NN (stereo unspecified)	-12.0	-0.1	.	.	4.6	7.9	-0.1	-1.4
CC(=O)Nc1cncc(-c2ccc(CN(C)C)cc2)n1	-19.9	0.0	5.6	1.2	.	-6.7	0.0	13.3
Cc1cccc(OCc2n[nH]c(=S)n2-c2ccccc2)c1	-6.4	0.1	.	.	.	-11.9	.	1.1
COc1ccc2nc(-c3ccccc3)nc(SCC(=O)NCC3CCCO3)c2c1 (stereo unspecified)	-7.8	0.2	-8.6	-7.2	0.4	4.3	?	-1.2
Cc1ccc(/C=N/NC(=O)C(c2ccncc2)N2CCOCC2)cc1 (stereo unspecified)	6.6	0.2	.	4.2	-0.3	10.7	.	4.9
CCCC(=O)N1CC2(CN(S(C)(=O)=O)C2)c2c([nH]c3cc(OC)ccc23)[C@H]1CO	4.3	0.3	.	.	.	18.5	-0.4	0.8
